MEKK3 PB1 HTS: modulators (inhibitors or enhancers) of MEK5 binding to human MEKK3 PB1 domain; bead-based flow cytometry, Alexa488-MEK5 binding to MEKK3; actives lie on both sides; 0 = blocked by unlabeled MEK5, 100 = vehicle; 290,000 tested, 1.4% active; binding response (% of control), % at 10 µM; Q99759;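 active = binding response more than 3 SD above or below the average of its plate-row segment, actives on both sides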;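 note: Alexa488 bead fluorescence after subtracting the streptavidin-only scavenger bead signal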
Target sequence (Q99759 whole entry, looked up, the tested form may be a part): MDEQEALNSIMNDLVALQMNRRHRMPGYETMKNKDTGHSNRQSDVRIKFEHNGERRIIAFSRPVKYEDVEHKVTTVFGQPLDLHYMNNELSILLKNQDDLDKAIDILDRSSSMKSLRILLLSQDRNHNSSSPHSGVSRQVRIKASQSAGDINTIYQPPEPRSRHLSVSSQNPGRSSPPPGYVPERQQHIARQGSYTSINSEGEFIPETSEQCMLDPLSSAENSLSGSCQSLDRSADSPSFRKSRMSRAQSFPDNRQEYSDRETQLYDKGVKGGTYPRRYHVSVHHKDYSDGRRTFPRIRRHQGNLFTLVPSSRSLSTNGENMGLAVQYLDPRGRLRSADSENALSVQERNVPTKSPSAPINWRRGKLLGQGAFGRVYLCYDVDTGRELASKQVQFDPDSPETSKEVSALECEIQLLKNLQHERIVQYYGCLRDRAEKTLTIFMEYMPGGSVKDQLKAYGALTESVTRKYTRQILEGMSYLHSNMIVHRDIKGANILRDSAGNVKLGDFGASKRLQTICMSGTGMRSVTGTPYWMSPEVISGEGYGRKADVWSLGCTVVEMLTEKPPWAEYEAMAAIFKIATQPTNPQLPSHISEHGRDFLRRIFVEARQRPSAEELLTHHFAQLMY
IDE act: boosts human insulin-degrading enzyme activity in HEK cells; FAbeta-B cleavage, fluorescence polarization; 0% vehicle, 100% cell-free pure enzyme wells; P14735; activation, % at 5.96 µM; 340,000 tested, 0.073% active;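 active = activation above the mean of all tested compounds plus 3 SD, set per screening campaign, cut at about 17% in these data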
UBC9 SUMO inh: inhibitors of human SUMOylation (UBC9) | P63279 | 290,000 tested, 0.36% active | HTRF SUMOylation assay, SAE1/SAE2 + UBC9, in vitro | inhibition, % at 35 µM | AID 2006; in the data active = inhibition above about 50%, passing the limit was not always enough; note: strong numbers were not always called active
Target sequence (P63279 whole entry, looked up): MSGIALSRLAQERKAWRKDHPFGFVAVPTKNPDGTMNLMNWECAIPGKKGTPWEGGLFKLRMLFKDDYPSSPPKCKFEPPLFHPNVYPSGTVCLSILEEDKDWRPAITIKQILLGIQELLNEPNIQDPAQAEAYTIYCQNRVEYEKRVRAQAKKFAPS
MEKK2wt PB1 HTS: raises or lowers MEK5 binding to wildtype human MEKK2 PB1 domain. Q9Y2U5. bead flow cytometry, Alexa488-MEK5 binding to MEKK2 WT; actives lie on both sides. binding response (% of control), % at 10 µM. 290,000 tested, 1.1% active; in the data active = binding response below about 67% or above about 130%
pCIP destab: lowers stability of the mouse p/CIP coactivator protein. 290,000 tested, 0.01% active. decrease of EGFP signal, % at 10 µM. F442A p/CIP-EGFP cells, EGFP fluorescence, 16 h. Q05BA5;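 active = EGFP signal decrease of at least 30% at 10 µM or well 3 SD below plate mean, unless failing retest; inactive = the rest, including hits failing retest or dose response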; note: some compounds called inactive have numbers as strong as hits; many of its hits are not listed in these tables
M18AAP inhibitor: PfM18AAP enzyme inhibition; recombinant PfM18AAP, H-Glu-NHMec fluorogenic cleavage; inhibition, % at 7.35 µM; 290,000 tested, 1.2% active;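 active = inhibition above the campaign mean inhibition over all tested compounds plus 3 SD, cut at about 28% in these data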;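 note: 0% = plate median of test compound wells and 100% = 2 mM ZnCl2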
NALP1 yeast inh: NALP1 inhibition. S. cerevisiae NALP1/ASC/caspase-1 growth, X-gal OD620, 72 h. inhibition, % at 10 µM. 280,000 tested, 0.61% active; in the data active = inhibition mostly above about 24%, no sharp cut-off; inactive = mostly below about 32%; note: some compounds called inactive have numbers as strong as hits
IDE cell inh: inhibits human insulin-degrading enzyme in HEK cells. P14735. inhibition, % at 5.59 µM. FAbetaB cleavage, fluorescence polarization. 320,000 tested, 0.41% active;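 active = percent inhibition above the average of all tested compounds plus 3 SD, set per screening campaign, cut at about 16% in these data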;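 note: IDE supplied by intact live HEK cells; FP after avidin binding of uncleaved biotin substrate so inhibition keeps polarization high; 0% = DMSO wells and 100% = 60 µM reference IDE inhibitor Ii1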
MEKK2 mut-MEK5: signal of MEK5 binding to mutant human MEKK2 PB1 domain; 290,000 tested, 0.35% active; percent response, % at 10 µM; bead flow cytometry, Alexa488-MEK5 binding to MEKK2 mutant; in the data active = percent response above about 24%, passing the limit was not always enough; note: inactives centre near 1; some results filed as inactive read as strong as hits; reference of the scale not given here
Active calls of the source: *; / = no result given; & = joins results of further samples.

MEKK3 PB1 HTS | IDE act | canonical_smiles | UBC9 SUMO inh | MEKK2wt PB1 HTS | pCIP destab | M18AAP inhibitor | NALP1 yeast inh | IDE cell inh | MEKK2 mut-MEK5
105 | 7 | Cc1ccccc1CN1CCC(CNC(=O)Nc2ccc(F)cc2F)CC1 | 3 | 103 | 30 | 1 | 10 | 6 | 7
94 | / | CC(/C(O)=C(\C#N)c1nc2ccccc2n1C)N1C(=O)c2ccccc2C1=O (stereo not given) | 7 | 92 | 4 | 4 | 10 | / | -1
97 | 2 | Cc1occc1C(=O)NNC(=S)Nc1ccccc1C(F)(F)F | 7 | 107 | 0 | 2 | 3 | 8 | 9
114 | 3 | COc1ccccc1CNC(=O)c1ccc(CNc2c(N3CCCC3)c(=O)c2=O)cc1 | 1 | 112 | -1 | 5 | 26 | 8 | 6
105 | 6 | COc1ccc(-n2c(=O)c3c4c(sc3n(CC(=O)Nc3cc(C)[nH]n3)c2=O)CCC4)c(OC)c1 | 14 | 99 | -10 | 1 | -8 | 2 | 1
79 | -2 | Cc1c(NC(=O)c2cc(-n3cnnc3)ccc2Cl)cccc1-c1nc2ccccc2s1 | 8 | 84 | 1 | 4 | 31 | 7 | -15
102 | -3 | COc1ccccc1-c1cc(-c2ccc(O)cc2)nc(N)c1C#N | -2 | 99 | 5 | 12 | 34 | -1 | 1
93 | 3 | O=C(NCCF)[C@H]1C[C@@H]1[C@H](NP(=O)(c1ccccc1)c1ccccc1)c1ccccc1 | -26 | 98 | -5 | 3 | 18 | -1 | 1
104 | 2 | COCCCNC(=O)CSc1c2c(nc3ccc(Cl)cc13)CCCC2 | -16 | 102 | 7 | -7 | -15 | 11 | 4
100 | 2 | CCOC(=O)c1ccc(NC(=O)Cn2cnc(S(=O)(=O)N3CCCC3)c2)cc1 | 16 | 105 | -10 | 5 | -26 | -9 | 3
83 | 2 | CC(=O)Nc1cccc(NC(=O)c2c(-c3ccccc3Cl)noc2C)c1 | 15 | 85 | 1 | 1 | 11 | 1 | -7
90 | 4 | C=CCN1N=C(/C=C/c2ccccc2)CCC1=O | 18 | 72 | -3 | -6 | 19 | 2 | -15
110 | 2 | COc1ccc(OC2CCN(S(=O)(=O)c3ccc(OC)c(OC)c3)CC2)cc1 | 10 | 107 | -21 | -5 | 5 | 0 | 10
97 | 3 | COc1ccc(CCNC(=O)c2ccccc2OCc2ccccc2)cc1 | -7 | 99 | -6 | -1 | 2 | 3 | -7
84 | -4 | COC(=O)c1sccc1NC(=O)CC1C(=O)NCCN1C(=O)c1c(F)cccc1Cl (stereo not given) | 12 | 82 | -3 | -5 | 0 | -1 | -27
100&102&85 | 3 | CC(C)NCC(O)COc1ccc(CCOCC2CC2)cc1 (stereo not given) | -16&7 | 100&106&103 | -2&-4 | 0&0 | 14&-10 | -1 | -3&3&2
100 | -2 | CCOc1ccccc1NC(=S)N1CCN(c2ccc(OC)cc2)CC1 | -6 | 100 | 5 | -3 | -6 | 0 | 1
103 | -1 | Cc1cc(CN(C)C(=O)c2cc(COc3ccc(C)c(C)c3)on2)on1 | -1 | 107 | -12 | -4 | 13 | 2 | 5
102 | 3 | COc1cccc(/C=C2\NC(=O)NC2=O)c1O | -9 | 104 | -10 | 10 | -3 | 2 | 2
95 | 3 | COc1ccc(N(CC(=O)NCCc2ccc(Cl)cc2)S(=O)(=O)c2c(C)[nH]c(=O)[nH]c2=O)cc1 | 20 | 99 | -3 | -12 | 8 | -2 | -2
102 | 4 | CCCOc1ccc(C(=O)C(c2ccccc2)N2CCOCC2)cc1 (stereo not given) | 14 | 105 | -5 | 1 | 11 | 6 | 2
97 | 3 | Cc1nc2c3ccccc3nc(NNC(=O)CCC(=O)N3CCC(C)CC3)n2n1 | -14 | 97 | -14 | 4 | -1 | 10 | 0
101 | 3 | CCn1c(O)c(N=NC(=O)Cn2ccc(C(F)(F)F)n2)c2ccccc21 | 1 | 99 | -17 | 6 | 20 | 0 | -2
91 | 1 | CC(C)N1CC2=C(C1=O)C(c1ccc(O)cc1)NC(=O)N2C (stereo not given) | 8 | 87 | 5 | -1 | -1 | -1 | -11
98 | 2 | Cc1[nH]c(-c2ccccn2)nc(=S)c1Cl | -30 | 98 | -6 | 1 | / | 12 | -2
116 | 1 | Cc1noc(COc2ccccc2OCc2onc(C)c2Cl)c1Cl | -13 | 99 | -3 | -6 | 18 | 4 | 6
/ | -3 | COc1ccc2[nH]c3c(=O)n(CCc4ccccc4)cnc3c2c1 | 22 | / | -11 | -12 | 8 | -6 | /
102 | 0 | O=C(Nc1ccncc1)c1sc2ccccc2c1Cl | 10 | 101 | 0 | 8 | 13 | 1 | -4
100 | 6 | Cc1cc(C(=O)O)c(=O)[nH]c1C | -15 | 101 | -1 | -6 | 8 | 2 | 3
99 | -5 | O=C(N=c1ccn(-c2nc3ccccc3nc2NS(=O)(=O)c2ccccc2)cc1)c1ccccc1Cl | 30 | 91 | -26 | 6 | -1 | 5 | -2

Three compounds drawn at random from the list so far, as already listed:
MEKK3 PB1 HTS | IDE act | canonical_smiles | UBC9 SUMO inh | MEKK2wt PB1 HTS | pCIP destab | M18AAP inhibitor | NALP1 yeast inh | IDE cell inh | MEKK2 mut-MEK5
91 | 1 | CC(C)N1CC2=C(C1=O)C(c1ccc(O)cc1)NC(=O)N2C (stereo not given) | 8 | 87 | 5 | -1 | -1 | -1 | -11
97 | 3 | COc1ccc(CCNC(=O)c2ccccc2OCc2ccccc2)cc1 | -7 | 99 | -6 | -1 | 2 | 3 | -7
100 | 2 | CCOC(=O)c1ccc(NC(=O)Cn2cnc(S(=O)(=O)N3CCCC3)c2)cc1 | 16 | 105 | -10 | 5 | -26 | -9 | 3

Next part:
MEKK3 PB1 HTS | IDE act | canonical_smiles | UBC9 SUMO inh | MEKK2wt PB1 HTS | pCIP destab | M18AAP inhibitor | NALP1 yeast inh | IDE cell inh | MEKK2 mut-MEK5
103 | 3 | CSc1ncc(Cl)c(C(=O)Nc2cccnc2)n1 | 20 | 104 | -5 | 0 | 10 | 2 | 2
98 | 2 | Cc1nn(CC(N)=O)c(=O)c2ccccc12 | 16 | 103 | -2 | 6 | 12 | 4 | 3
110 | 0 | FC(F)(F)c1cnc(NNC(=S)Nc2ccc(Cl)cc2)c(Cl)c1 | -20 | 109 | -6 | 16 | 33 | 2 | -1
112 | -2 | CCc1ccc(NC(=O)CSc2nc3c(c(=O)n(C)c(=O)n3C)n2C)cc1 | 19 | 101 | 0 | -7 | 32 | 1 | -2
99 | 5 | COC(=O)[C@H]1C[C@H]1[C@@H](NC(=O)c1ccc[nH]1)c1ccccc1 | / | 106 | / | / | / | 6 | 3
103 | 2 | CCn1c(-c2ccccc2O)n[nH]c1=S | 34 | 105 | 0 | 19 | -6 | 4 | 5
97 | 3 | Cc1oc(C(C)(C)C)cc1C(=O)Nc1ccc(C(=O)O)cc1 | 4 | 98 | -16 | 0 | -6 | 6 | 5
97 | 4 | O=S(=O)(c1ccc(Cl)cc1)N1CCCC1c1nc2ccccc2s1 (stereo not given) | -6 | 99 | -7 | 4 | 9 | -3 | 2
105 | 5 | O=C(CN(Cc1ccccc1)C(=O)c1csnn1)NCCc1ccccc1 | 8 | 110 | 0 | 4 | 1 | 5 | 13
100 | 9 | COc1ccccc1CNC(=O)c1cc2c(C)nn(Cc3ccc(F)cc3)c2s1 | 4 | 99 | 5 | -4 | 11 | 9 | -1
101 | -3 | COc1cccc(OC)c1C(=O)N1CCN(c2ccccn2)CC1 | 19 | 100 | -110 | 2 | 19 | 4 | 3
93 | 2 | COc1ccc(OC)c(NC(=O)COC(=O)CNC(=O)c2ccc(OC)c(OC)c2)c1 | 13 | 92 | -1 | 1 | -7 | -4 | -6
106 | 2 | CC(=O)c1ccc(NC(=O)NCc2ccc(F)cc2)cc1 | 28 | 104 | -4 | 5 | 9 | -2 | 8
103 | 2 | CCOCCCNC(=O)c1cccc(NC(=O)C2=C(C)OCCS2)c1 | 14 | 105 | -1 | 2 | 24 | 0 | 5
104 | 0 | Cc1ccc(-c2cc(C(=O)N3N=C(C(F)F)CC3(O)C(F)F)c3ccccc3n2)cc1C (stereo not given) | -11 | 116 | 17 | -2 | -15 | 6 | 7
104 | 4 | Cc1ccc(-c2ccc(/C=N/n3cnnc3)o2)cc1Cl | 17 | 106 | 7 | 24 | 10 | 4 | 4
109 | / | CCCCCCNC(=O)N[C@@H](C(=O)NCCC[C@H]1CN2C(=NC[C@@H]2Cc2ccccc2)N1CCc1cccc(OC)c1)C(C)C | -7 | 201* | -4 | / | / | 11 | 46*
/ | 4 | CN1CCN(NC(=O)c2ccc(F)cc2)CC1 | 8 | / | 4 | -2 | 13 | -1 | /
107 | -5 | COc1ccc(NS(=O)(=O)c2ccc(-c3cnc(C4CC4)o3)cc2)cc1OC | 11 | 103 | -19 | -3 | 11 | 7 | 11
103 | 7 | O=C(Cn1nc(CNc2ccc(Br)cc2)[n+]2c1CCCCC2)c1ccc([N+](=O)[O-])cc1 | 5 | 146* | -9 | -6 | 6 | 3 | 33
105 | -3 | CCOc1ccc(N(C)S(=O)(=O)c2ccc3[nH]cc(C(=O)NCC4CCCO4)c(=O)c3c2)cc1 (stereo not given) | 34 | 107 | 0 | 0 | 7 | 6 | 9
103 | 2 | O=C(Nc1ccc2c(c1)CCC2)Nc1ccccc1F | -11 | 102 | 7 | 1 | 8 | 3 | 4
99 | -1 | C=CCOc1nc2c(c(=O)n(C)c(=O)n2C)n1C | -6 | 101 | -4 | 3 | 16 | -1 | -1
104 | 7 | Cn1c(=O)[nH]c(=O)c2c1nc(NC1CCCC1)n2Cc1ccccc1 | -9 | 104 | -3 | 0 | 7 | 3 | 5
103 | -3 | Oc1ccccc1-c1n[nH]c(=S)n1Cc1ccco1 | 14 | 103 | 2 | -3 | -8 | 0 | 2
108 | 1 | CNC(=O)c1ccsc1NC(=O)c1ccccc1 | -2 | 103 | -2 | / | 16 | 3 | 9
100 | -6 | COc1ccc(N2CCN(C(=O)C3CCCN(S(=O)(=O)c4cccc5cccnc45)C3)CC2)cc1 (stereo not given) | 3 | 100 | -12 | -2 | 0 | 4 | -1
106 | 2 | CN1CCN(c2ccc(NC(=O)Cc3ccccc3)cc2)CC1 | 7 | 114 | -3 | -6 | 8 | 4 | 6
106 | 0 | Cc1onc(-c2ccccc2Cl)c1C(=O)NCc1cccs1 | -21 | 110 | -7 | -1 | 3 | 0 | 15
63 | 6 | O=C(Cn1nnc(-c2cccs2)n1)NCc1ccco1 | 20 | 63 | -4 | 14 | -3 | 0 | -28
98 | 1 | COc1ccccc1-c1ccc(Nc2cccc(C(F)(F)F)c2)nn1 | -22 | 101 | -7 | 1 | 8 | 6 | 2
100 | 2 | CCOC(=O)[C@@H]1[C@H]2COc3ccc(Br)cc3[C@H]2N2C(=O)N(c3ccc(Br)cc3)C(=O)[C@]12C | -13 | 96 | 6 | 0 | 16 | 4 | -4
102 | 3 | Cc1cccc([C@@H]2[C@@H]3C(=O)N(Cc4ccccc4)C(=O)[C@@H]3[C@]3(Cc4ccc(Cl)cc4)C(=O)N(c4ccc(Br)cc4)C(=O)N23)c1 | 13 | 93 | -7 | 2 | 13 | -2 | -6
99 | 4 | O=C(NCC(c1ccc(F)cc1)N1CCOCC1)c1ccc(C(=O)c2ccccc2)cc1 (stereo not given) | -27 | 101 | 7 | 5 | / | -5 | 5
/ | 5 | O=C1C2CC=C(Cl)CC2C(=O)N1CNc1ccccn1 (stereo not given) | 3 | / | -6 | 9 | 14 | -3 | /
101 | 6 | CC(=O)N1CC(C)Sc2ccc(S(=O)(=O)NC3CCCCC3C)cc21 (stereo not given) | 6 | 99 | -8 | 2 | 7 | -9 | 2

Screening results (PubChem)

The list is partial (hit frequency here may not be typical).
